RXFP1 antagonist – qHTS Assay for Antagonists of the Relaxin Receptor RXFP1 | AID 1259400, 2018 | activity change, negative = inhibition, % at 57.5 µM | HEK293-RXFP1, relaxin-stimulated cAMP HTRF, 30 min; hits give low values | 350,000 compounds, 0.59% hits;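 active means activity change of -60% or lower, but not beyond a set lower limit; inconclusive means change between -60% and -40%, or beyond the set limit; inactive means change above -40%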; further: on the % scale 0 is the no-effect control and ±100 the full control effect
Target sequence (Q9HBX9 whole entry, looked up): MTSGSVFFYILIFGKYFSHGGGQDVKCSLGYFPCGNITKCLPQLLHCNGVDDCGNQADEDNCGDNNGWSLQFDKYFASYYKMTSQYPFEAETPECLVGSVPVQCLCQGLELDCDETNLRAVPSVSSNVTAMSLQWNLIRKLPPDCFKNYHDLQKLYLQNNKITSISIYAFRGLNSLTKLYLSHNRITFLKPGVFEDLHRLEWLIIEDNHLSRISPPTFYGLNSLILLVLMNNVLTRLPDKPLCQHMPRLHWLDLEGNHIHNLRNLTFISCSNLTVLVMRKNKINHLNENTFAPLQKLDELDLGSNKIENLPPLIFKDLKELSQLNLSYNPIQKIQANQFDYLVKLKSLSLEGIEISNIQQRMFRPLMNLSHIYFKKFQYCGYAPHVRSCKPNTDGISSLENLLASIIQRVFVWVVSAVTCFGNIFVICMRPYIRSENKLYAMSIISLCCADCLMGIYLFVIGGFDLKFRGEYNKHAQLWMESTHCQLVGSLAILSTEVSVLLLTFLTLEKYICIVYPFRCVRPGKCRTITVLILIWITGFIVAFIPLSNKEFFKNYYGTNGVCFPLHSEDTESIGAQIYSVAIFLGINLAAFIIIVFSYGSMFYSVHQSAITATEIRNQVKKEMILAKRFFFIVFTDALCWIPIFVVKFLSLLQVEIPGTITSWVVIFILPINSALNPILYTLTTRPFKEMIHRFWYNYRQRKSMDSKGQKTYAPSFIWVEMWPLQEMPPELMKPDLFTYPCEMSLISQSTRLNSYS
D1 antagonist – Antagonist of Human D 1 Dopamine Receptor: qHTS | D(1A) dopamine receptor (Homo sapiens), P21728 | HEK293 TREx D1 cells, calcium flux, dopamine EC80; hits give low values | activity change, negative = inhibition, % at 10 µM | 360,000 compounds, 3.2% hits | AID 504652, 2011; in the data active means activity change below about -30%; further: on the % scale 0 is the no-effect control and ±100 the full control effect
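Tetracycline-induced HEK293 T-REx cells with force-coupled D1 receptor were loaded with a no-wash calcium dye. Compound was added after a 10 s baseline and read kinetically for 180 s; EC80 dopamine was then added and calcium flux followed another 180 s.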
Apoferritin bind – qHTS Assay for Identification of Novel General Anesthetics; 350,000 compounds, 0.074% hits; Ferritin light chain (Equus caballus), P02791; apoferritin/1-aminoanthracene competitive binding, fluorescence; Potency, µM (highest dose often 77.5 µM), without a hit: at the highest dose activity change, negative = displacement, actives largely listed as inhibitors; further: potency means the concentration at half of the fitted maximal effect; on the % scale 0 is the no-effect control and ±100 the full control effect; nearly all actives have a fitted effect of over 20% in size
Target sequence (P02791 2-175 limits assumed): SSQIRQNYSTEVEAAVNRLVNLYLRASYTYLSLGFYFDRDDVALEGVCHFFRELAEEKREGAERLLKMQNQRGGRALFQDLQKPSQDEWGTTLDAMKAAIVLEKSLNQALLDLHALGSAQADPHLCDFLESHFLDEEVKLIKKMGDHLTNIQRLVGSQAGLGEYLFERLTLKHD
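Probe: 1-aminoanthracene (50% saturated, PBS). Protein: horse-spleen apoferritin, 10 uM. Incubation: 10 min, room temperature. Detection: 380 nm excitation, 535 nm emission. Analysis: normalized response, four-parameter Hill.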
TRHR agonist – qHTS for Small Molecule Agonists and Allosteric Enhancers of Human TRH Receptor: Primary Screen for Agonists. activation, % at 2 µM. 360,000 compounds, 0.18% hits. AID 493084, 2011. TRHR cells, calcium flux fluo-8, FDSS agonist mode; in the data active means activation above about 30%; further: 0% is about no effect
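In this calcium-flux screen, cells bearing human TRHR are dye-loaded with fluo-8, baselined for 10 cycles, then exposed to library compounds; positive kinetic calcium responses during the agonist phase mark hits, with TRH as control.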
D1 potentiator – Potentiators of Human D1 Dopamine Receptor: qHTS; D(1A) dopamine receptor (Homo sapiens), P21728; HEK293 TREx D1 cells, calcium flux, dopamine EC20 potentiation; potentiation, % at 10 µM; 360,000 compounds, 0.036% hits; AID 504651, 2011; in the data active means potentiation above about 30%; further: 0% is about no effect
D1 ag – Allosteric Agonists of the Human D1 Dopamine Receptor: qHTS. D(1A) dopamine receptor (Homo sapiens), P21728. HEK293 T-REx D1 cells, calcium flux, agonist mode. activation, % at 2 µM. 360,000 compounds, 1% hits. AID 504660, 2011; in the data active means activation above about 30%; further: 0% is about no effect
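Inducible HEK293 T-REx D1 cells, force-coupled to calcium signalling, were plated at 4000 cells/well with tetracycline and held overnight at 30 C. After no-wash calcium dye loading, compound-evoked calcium rise over 180 s flagged agonists.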
TRHR enhancer – qHTS for Small Molecule Agonists and Allosteric Enhancers of Human TRH Receptor: Primary Screen for Enhancers; Thyrotropin-releasing hormone receptor (Homo sapiens), P34981; TRHR cells, fluo-8 calcium fluorescence, EC20 TRH enhancement; enhancement, % at 2 µM; 360,000 compounds, 0.66% hits; in the data active means enhancement above about 30%; further: 0% is about no effect
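TRHR-expressing cells loaded with fluo-8 calcium dye were read kinetically (ex 480/em 530) during compound addition, then stimulated with an EC20 of TRH (10 nM final). Enhancement of the Gq-mediated intracellular calcium response was scored.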
RXFP1 ag – qHTS Assay for Agonists of the Relaxin Receptor RXFP1 | HEK293T-RXFP1 cAMP TR-FRET, 30 min; response scale: percent of porcine relaxin response, buffer zero | Potency, µM (titrated, usually from 57.5 µM), inactives show at the top dose activation, usual class: activators | 370,000 compounds, 0.3% hits; further: potency means the concentration at half of the fitted maximal effect; on the % scale 0 is the no-effect control and ±100 the full control effect; nearly all actives have a fitted effect of over 60% in size; many of its hits are not listed in these tables
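cAMP rise read by TR-FRET after 30 min, 37C compound exposure (up to 58 uM) in RXFP1-transfected HEK293 cells with Ro 20174 present. EC50 from Hill-equation fits, with 29 nM porcine relaxin as 100% and buffer as basal.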
D2 PAM – HTS Assay for Positive Allosteric Modulators of the Human D2 Dopamine Receptor: Primary Screen for Potentiators; 340,000 compounds, 0.34% hits; HEK293 T-REx D2, calcium flux, EC20 dopamine potentiation; D(2) dopamine receptor (Homo sapiens), P14416; potentiation, % at 10 µM;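 active means potentiation over 3 SD above the plate norm, cut at about 30% in these data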; further: 0% is about no effect
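Using a no-wash calcium dye in inducible, force-coupled HEK293 Trex cells expressing D2, we tracked fluorescence each second for 180 s after compound, then for 180 s after EC20 dopamine to detect augmented signalling.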
Starred values were filed as active, the others as inactive; ? = inconclusive; · = not tested or not shown; & = joins results of further samples; [ ] = dose if it differs, or a comment. Unless noted, the call rests on the fitted dose curve; in most records, active means well fitted curve in the direction sought with a large enough effect; inconclusive means small, poorly fitted or top-dose-only effect, or another doubt; inactive means no such curve, though single readings can be large; an effect the other way counts as inactive or inconclusive.

Second line of a record – RXFP1 antagonist	D1 antagonist	Apoferritin bind	TRHR agonist	D1 potentiator	D1 ag	TRHR enhancer	RXFP1 ag	D2 PAM
- Cc1ccc(S(=O)(=O)CCC(=O)OCc2ccc(Cl)c(Cl)c2)cc1
    -19	-14	-12%	-0.2	-6	8	-1	0.6%	-6
- Cc1cc(C)c(C#N)c(SCc2ccc(C(=O)O)cc2)n1
    -19	4	-12%	0.6	0	4	5	-1.1%	·
- COc1cc(O)c(C(CC(=O)N2CCN(c3ccccc3)CC2)c2cc(OC)c(OC)c(OC)c2)c(OC)c1 (stereo not drawn)
    ·	0	-4%&-21%	-0.3	10	1	-3	1.1%	7
- CCC(CC)NC(=O)Nc1ccc(C)cc1
    4	2	-3%	0.2	-1	1	4	0.1%	2
- Clc1ccc(CNc2nnnn2-c2ccccc2)c(Cl)c1
    -11	-25	-8%	-1.1	-3	4	13	-1.8%	-16
- CN1CCN(c2ccc(NC(=O)c3ccc4c(c3)OCCO4)cc2Cl)CC1
    7	-24	-8%	-0.4	-6	1	-12	1.5%	-3
- O=C(Cc1ccccc1)N/N=C/c1cccn1-c1ccc([N+](=O)[O-])cc1
    4	-8	-8%	-0.1	-6	2	5	18%	22
- Cc1ccc(S(=O)(=O)N(C)c2ccccc2C(=O)N2CCOCC2)cc1
    -14	-3	-1%	0.5	2	1	-3	0.8%	9
- Oc1c(C(c2ccccn2)N2CCOCC2)ccc2cccnc12 (stereo not drawn)
    11	-34*	-19%	0.2	3	2	-4	-1.6%	0
- CCOc1ccc2[nH]c(=O)c(C(c3nnnn3Cc3ccco3)N3CCCC(C)C3)cc2c1 (stereo not drawn)
    -11	17	-21%	0.4	6	2	2	1.2%	9
- N#Cc1ccccc1CSc1nnc(-c2ccc(Br)cc2)o1
    ·	1	0%	-0.7	-4	4	-8	3.2%	-1
- NC(=O)C1CCN(C(=S)c2cccs2)CC1
    -4	6	2%	-0.1	-2	2	2	0.1%	·
- CC1CC(C)(C)CC2(C1)NC(=O)N(CC(=O)NCCc1ccc3c(c1)OCCO3)C2=O (stereo not drawn)
    -3	-12	-21%	0.2	-2	0	-1	0.9%	-9
- CN(C(=O)c1ccc2c(c1)OCO2)C1(C(=O)NC2CCCC2)CCCCC1
    0	17	2%	0.1	3	-1	0	-1.6%	-1
- Cc1cc(=O)[nH]c(N/N=C/c2c(O)n(-c3ccccc3)c(=O)c3ccccc23)n1
    -27	-9	49%[activator]	1.3	1	3	-3	-0.3%	2
- CC1=C(C)CC(C(=O)N2CCN(C/C=C/c3ccccc3)CC2)C(C(=O)O)C1 (stereo not drawn)
    -14	2	0%	0.1	-1	3	15	0.3%	7
- Cn1cc(Br)cc2nc(C(F)(F)F)nc1-2
    -4	0	3%	0.2	-2	1	4	1.0%	6
- CCN(CC)P(=O)(C(NC(=O)OC)C(F)(F)C(F)(F)C(F)(F)C(F)F)N(CC)CC (stereo not drawn)
    -13	-5	?	-1.0	-3	1	1	-0.9%	-9
- COC(=O)C(/C=N/OCc1ccc([N+](=O)[O-])cc1)NC(=O)c1cccc(Cl)c1 (stereo not drawn)
    -16	-5	?	6.3	-10	41*	-5	-0.2%	-4
- CC1CCN(C(=O)c2ccccc2NC(=O)c2cccs2)CC1
    -5	12	-4%	-0.1	-3	1	-5	-0.8%	27
- COc1ccc(-c2noc(CSc3nc(N)c(-c4ccccc4)c(=O)[nH]3)n2)cc1OC
    1	3	-12%	-0.9	-7	3	0	0.9%	0
- O=C1CC(c2ccccc2)CC(O)=C1C=NCc1ccccc1 (stereo not drawn)
    -1	-6	?	-0.4	-1	0	-8	0.9%	12
- O=C(O)CN1C(=O)CSC1=S
    -2	6	4%	-0.5	-7	1	-2	0.6%	-14
- Cc1ccc(Cl)cc1NC(=O)CCC(=O)NCc1ccco1
    6	-7	-5%	-0.4	-2	1	1	1.8%	-5
- Cn1ccc(=Nc2ccc(NC(=O)c3ccc(N=c4ccn(C)c5ccc([N+](=O)[O-])cc45)cc3)cc2)cc1
    6	-3	?	-2.2	-3	3	-10	-2.0%	·
- Cc1ccc(S(=O)(=O)C(C)C(=O)NCCS(=O)(=O)c2ccc(Cl)cc2)cc1 (stereo not drawn)
    6	-1	-6%	-0.8	-2	2	0	?	1
- O=C(COC(=O)c1n[nH]c(=O)c2ccccc12)c1ccc(Br)cc1
    -24	6	-11%	-0.1	-3	4	-3	1.7%	-13
- C=CCc1ccccc1OCCSc1nc(-c2ccc(C(C)(C)C)cc2)nc2cc(=O)[nH]n12
    -12	-20	-18%	0.0	0	2	-7	2.8%	8
- COc1ccc(OC)c(NC(=O)CCNS(=O)(=O)c2ccc3[nH]c(=O)oc3c2)c1
    4	-5	-3%	0.8	0	1	4	0.4%	-1
- CC(=O)Nc1ccc(S(=O)(=O)NCCC(=O)OCC(=O)c2ccc(F)c(F)c2)cc1
    -6	1	-6%	0.8	1	3	-1	1.4%	-2

Fetched by compound from the list above:
Second line of a record – RXFP1 antagonist	D1 antagonist	Apoferritin bind	TRHR agonist	D1 potentiator	D1 ag	TRHR enhancer	RXFP1 ag	D2 PAM
- C=CCc1ccccc1OCCSc1nc(-c2ccc(C(C)(C)C)cc2)nc2cc(=O)[nH]n12
    -12	-20	-18%	0.0	0	2	-7	2.8%	8
- Oc1c(C(c2ccccn2)N2CCOCC2)ccc2cccnc12 (stereo not drawn)
    11	-34*	-19%	0.2	3	2	-4	-1.6%	0
- Cn1ccc(=Nc2ccc(NC(=O)c3ccc(N=c4ccn(C)c5ccc([N+](=O)[O-])cc45)cc3)cc2)cc1
    6	-3	?	-2.2	-3	3	-10	-2.0%	·

Two of the compounds above, in CSV form.
Compound,RXFP1 antagonist,D1 antagonist,Apoferritin bind,TRHR agonist,D1 potentiator,D1 ag,TRHR enhancer,RXFP1 ag,D2 PAM
COc1cc(O)c(C(CC(=O)N2CCN(c3ccccc3)CC2)c2cc(OC)c(OC)c(OC)c2)c(OC)c1 (stereo not drawn),·,0,-4%&-21%,-0.3,10,1,-3,1.1%,7
CCC(CC)NC(=O)Nc1ccc(C)cc1,4,2,-3%,0.2,-1,1,4,0.1%,2

Next part:
Second line of a record – RXFP1 antagonist	D1 antagonist	Apoferritin bind	TRHR agonist	D1 potentiator	D1 ag	TRHR enhancer	RXFP1 ag	D2 PAM
- O=C(COC(=O)c1cc(Cl)cc(Cl)c1)NCCN1C(=O)CSC1=O
    6	15	-5%	-1.0	-3	0	0	6.1%	8
- CN(c1cccc(NC(=O)CN(c2cccc(Cl)c2)S(=O)(=O)c2ccc(Cl)cc2)c1)S(C)(=O)=O
    6	2	-4%	1.1	-5	0	-3	0.3%	-9
- COc1ccc(-c2nc(-c3cccc(C(F)(F)F)c3)no2)cc1OC
    -13	-1	-3%	0.1	-5	1	4	0.7%	-4
- CCOc1ccc(CNC(=O)CCC(=O)N2Cc3ccccc3Oc3ncccc32)cc1
    28&-17	6&0	-7%&1%	0.3&1.9	-1&-8	13&9	-6&-14	-1.1%&2.1%	-6&6
- FC(F)(F)c1cccc(N2CCN(c3nnnn3-c3ccccc3)CC2)c1
    2	14	7%	-0.7	-7	-2	-3	1.5%	-10
- CCC(CC)C(=O)NN(C(=O)c1ccncc1)C1CC(=O)N(c2ccccc2)C1=O (stereo not drawn)
    -12	-1	2%	0.4	0	2	6	0.8%	-3
- CC(=O)N1CCc2cc(S(=O)(=O)NC(CC(C)C)C(=O)Nc3ccc(C(C)C)cc3)ccc21 (stereo not drawn)
    -3	-20	-14%	-1.4	5	5	-4	0.1%	-2
- CCOc1ccc(S(=O)(=O)N2CCN(c3ncccn3)CC2)cc1
    4	-1	-3%	1.2	4	0	-3	1.4%	2
- CCOC(=O)COc1cccc(C2NC(=O)c3ccccc3O2)c1 (stereo not drawn)
    -2	-3	-8%	-0.3	-5	6	4	-3.0%	-1
- O=C(N/N=C/C1C(c2ccccc2)C1(Cl)Cl)c1cccc(Br)c1 (stereo not drawn)
    -26	26	-23%	0.4	0	1	-9	1.9%	·

3 neighbouring entries from above, quoted:
Second line of a record – RXFP1 antagonist	D1 antagonist	Apoferritin bind	TRHR agonist	D1 potentiator	D1 ag	TRHR enhancer	RXFP1 ag	D2 PAM
- CCOc1ccc(S(=O)(=O)N2CCN(c3ncccn3)CC2)cc1
    4	-1	-3%	1.2	4	0	-3	1.4%	2
- CCOC(=O)COc1cccc(C2NC(=O)c3ccccc3O2)c1 (stereo not drawn)
    -2	-3	-8%	-0.3	-5	6	4	-3.0%	-1
- O=C(N/N=C/C1C(c2ccccc2)C1(Cl)Cl)c1cccc(Br)c1 (stereo not drawn)
    -26	26	-23%	0.4	0	1	-9	1.9%	·

Later entries:
Second line of a record – RXFP1 antagonist	D1 antagonist	Apoferritin bind	TRHR agonist	D1 potentiator	D1 ag	TRHR enhancer	RXFP1 ag	D2 PAM
- CC(=O)N1N=C(c2ccc(Cl)cc2)OC12CCCC2
    -8	7	0%	0.5	2	7	-2	3.8%	-9
- NC(=O)CC[C@H](NC(=O)OCc1ccccc1)C(=O)OCc1ccc(Cl)cc1
    5	4	-24%	0.0	-6	3	0	1.1%	-3
- COc1ccc(CNC(=O)CCc2ccc(S(=O)(=O)N3CCCCCC3)cc2)cc1
    2	-2	·	0.1	-3	6	-8	4.5%	-8
- COc1cccc(CNC(=O)Cn2ncn3cccc3c2=O)c1OC
    0	-24	-10%	0.4	6	5	-3	0.1%	1
- Cc1ccc(CNC(=O)CCCn2nc(C)c3c(C)n(-c4ccccc4)nc3c2=O)cc1
    -38&-7	10&1	-14%&-12%	-0.2&-1.2	-4&-5	0&3	-5&1	0.3%&4.5%	-3&3
- O=C(NC(=S)NC1CCS(=O)(=O)C1)c1ccccc1Br (stereo not drawn)
    6	-9	-1%	0.8	0	7	3	0.9%	11
- CCOC(=O)c1sc(=NC(=O)COc2ccc(Cl)cc2)n(C)c1C
    -12	-9	-2%	0.0	-1	4	1	20%	3
- Cc1ccc(C(=O)Cn2c(-c3ccccc3)noc2=O)cc1
    -3	16	-6%	0.1	0	3	30	0.9%	-16

Assay outcomes (PubChem)

These rows are one share of the data (hit frequency here may not be typical).
